Bioassay records as filed in PubChem BioAssay.
uPA surface inh = qHTS for Inhibitors of Cell Surface uPA Generation; cell surface uPA generation assay, qHTS; 330,000 compounds, 0.31% hits; AID 540303, 2011; Potency, µM (series often up to 38.3 µM), for the others: at the highest dose activity change, negative = inhibition, hits mostly inhibitors; active means well fitted inhibition curve with a large enough effect; inconclusive means small, poorly fitted or top-dose-only effect; inactive means no such curve, though single readings can be large or run the other way; tested in mouse RAW 264.7 cells; further: potency means the concentration at half of the fitted maximal effect; on the % scale 0 is the no-effect control and ±100 the full control effect; nearly all actives have a fitted effect of over 55% in size
TSG101-PTAP inh = qHTS Assay for Iinhibitors of HIV-1 Budding by Blocking the Interaction of PTAP/TSG101; AID 493005, 2010; Potency, µM (doses to about 115 µM), for the others: top-dose activity change, negative = inhibition, hits mostly inhibitors; 340,000 tested, under 10 active; Tumor susceptibility gene 101 protein (Homo sapiens), Q99816; Fluorescence polarization, FITC-PTAP peptide / Tsg101 binding; active means well fitted inhibition curve with a large enough effect in the main read-out, with a control signal flat, not every such curve was filed as active; inconclusive means small, poorly fitted or top-dose-only effect, or effect the other way, or a change in a side signal; inactive means no such curve, though single readings can be large or run the other way; further: potency means the concentration at half of the fitted maximal effect; % of control where 0% means no effect
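Fluorescence polarization binding of Tsg101 binding domain (10 uM final) to FITC-labeled PTAP peptide (50 nM final) in HEPES pH 7.5 buffer with NaCl, Tween 20, EDTA, TCEP. Compounds added before peptide; binding 20 min at RT.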
Eya2 inh = qHTS Assay for Inhibitors of the Phosphatase Activity of Eya2; Protein phosphatase EYA2 (Homo sapiens), O00167; recombinant Eya2, OMFP fluorescence dephosphorylation (OMFP is methylfluorescein phosphate); Potency, µM (series often up to 76.9 µM), without a hit: top-dose activity, negative = inhibition, most hits filed as inhibitors; 330,000 compounds, 0.006% hits; AID 488837, 2010; further: potency means the concentration at half of the fitted maximal effect; on the % scale 0 is the no-effect control and ±100 the full control effect
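Eya2 protein (added as 0.2 uM solution) was preincubated with compound for 10 min at ambient temperature in 50 mM HEPES pH 7.5, 50 mM NaCl, 5 uM MgCl2, 0.05% BSA, 1 mM DTT. OMFP (added at 50 uM) then reacted 10 min; fluorescence read at 485/525 nm.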
B2AR arrestin = qHTS assay of beta-arrestin-biased ligands of beta2-adrenergic receptor; beta-arrestin recruitment to beta2AR, cell-based reporter; Potency, µM (highest dose often 46.1 µM), inactives show top-dose activation, usual class: activators; 330,000 compounds, 0.02% hits;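 further: potency means the concentration at half of the fitted maximal effect; 0% = DMSO controls and full agonism = EC100 isoproterenol or metaproterenol; nearly all actives have a fitted effect of over 65% in size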
Target sequence (P07550 whole entry, looked up): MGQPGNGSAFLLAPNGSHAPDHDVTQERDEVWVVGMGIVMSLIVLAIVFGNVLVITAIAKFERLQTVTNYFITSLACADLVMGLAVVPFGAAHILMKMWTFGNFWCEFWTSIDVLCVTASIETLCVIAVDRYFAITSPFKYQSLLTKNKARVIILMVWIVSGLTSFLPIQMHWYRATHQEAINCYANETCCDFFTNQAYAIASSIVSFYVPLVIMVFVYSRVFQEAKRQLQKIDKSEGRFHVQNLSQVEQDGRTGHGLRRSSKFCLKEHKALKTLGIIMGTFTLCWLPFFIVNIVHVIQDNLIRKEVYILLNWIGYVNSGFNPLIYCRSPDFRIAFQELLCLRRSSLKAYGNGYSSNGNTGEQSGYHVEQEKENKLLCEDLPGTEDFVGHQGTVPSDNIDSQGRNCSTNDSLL
TCR act = Activators of T cell receptors: qHTS campaign | primary human leukocytes, anti-CD3, IL-2 HTRF, 48 h | Potency, µM (highest dose often 9.22 µM), for inactives: at the top dose activation of IL-2 secretion, usual class: activators | 330,000 tested, under 10 active | AID 504894, 2011; further: % of control where 0% means no effect
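Activity was scored as IL-2 release from primary human leukocytes given only a TCR signal (a-CD3 beads) plus compound for 48 hr. Detection used a two-antibody HTRF format read at 665nm.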
USP2a inh = qHTS Assay for Inhibitors of Ubiquitin-specific Protease USP2a Using CHOP2 as the Reporter; 330,000 compounds, 0.01% hits; Ubiquitin carboxyl-terminal hydrolase 2 (Homo sapiens), O75604; Potency, µM (top dose mostly 38.3 µM), without a hit: top-dose activity change, negative = inhibition, most hits filed as inhibitors; USP2 core, Ub-CHOP2 coupled fluorogenic reporter, 485/531; AID 463254, 2010;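 further: potency means the concentration at half of the fitted maximal effect; plate controls were DMSO wells for no effect and full inhibition by NEM control for full effect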
Target sequence (O75604 whole entry, looked up): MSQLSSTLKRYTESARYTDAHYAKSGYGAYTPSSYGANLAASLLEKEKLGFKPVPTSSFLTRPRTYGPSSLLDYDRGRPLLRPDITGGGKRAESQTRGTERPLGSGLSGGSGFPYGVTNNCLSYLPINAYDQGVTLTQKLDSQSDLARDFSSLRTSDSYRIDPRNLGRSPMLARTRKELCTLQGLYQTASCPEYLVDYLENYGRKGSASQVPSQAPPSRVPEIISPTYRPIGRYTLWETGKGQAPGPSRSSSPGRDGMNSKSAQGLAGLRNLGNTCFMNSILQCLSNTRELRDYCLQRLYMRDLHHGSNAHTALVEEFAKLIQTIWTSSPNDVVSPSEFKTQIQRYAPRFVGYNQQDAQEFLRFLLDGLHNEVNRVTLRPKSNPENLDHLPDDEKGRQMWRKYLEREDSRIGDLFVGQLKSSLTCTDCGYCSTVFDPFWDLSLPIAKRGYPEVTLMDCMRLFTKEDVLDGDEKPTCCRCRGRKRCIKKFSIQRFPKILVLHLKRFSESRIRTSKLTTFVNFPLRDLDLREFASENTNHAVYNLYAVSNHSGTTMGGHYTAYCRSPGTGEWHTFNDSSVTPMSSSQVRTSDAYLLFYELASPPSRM
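USP2 core (10nM final) preincubated 30min RT with compound in 20mM Tris-HCl pH 8.0, 2mM CaCl2, 2mM beta-mercaptoethanol, 0.05% CHAPS; 25nM Ub-CHOP2 plus 25nM reporter substrate added, fluorescence (Ex485/Em531) read after 60min.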
Tb PFK inh = qHTS Assay to Find Inhibitors of T. brucei phosphofructokinase; ATP-dependent 6-phosphofructokinase (Trypanosoma brucei brucei), O15648; T. brucei PFK, ADP-Glo luminescence; Potency, µM (series often up to 57.5 µM), without a hit: at the highest dose activity, negative = inhibition, hits mostly inhibitors; 330,000 compounds, 0.17% hits; AID 485367, 2010;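 further: potency means the concentration at half of the fitted maximal effect; 0% = uninhibited 1x PFK enzyme wells and -100% = no-enzyme wells; nearly all actives have a fitted effect of over 60% in size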
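1.25 nM PFK with 0.5 mM F6P and 0.1 mM ATP in 0.1 M TEA pH 8.0, 5 mM MgCl2, incubated 45 min at room temperature; ADP measured by ADP-Glo luminescence; compounds titrated up to 57 uM.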
Mito fusion yeast = qHTS Assay for Small Molecule Inhibitors of Mitochondrial Division or Activators of Mitochondrial Fusion. S. cerevisiae fusion-defective mutant growth rescue, CellTiterGlo 48 h. 320,000 compounds, 0.23% hits. AID 485298, 2010. Potency, µM (titrated, usually from 46.1 µM), for inactives: at the top dose growth rescue (activation), hits mostly activators;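 further: potency means the concentration at half of the fitted maximal effect; % of control where 0% means no effect; nearly all actives have a fitted effect of over 45% in size; temperature-sensitive fusion mutants such as fzo1-1 at 37 °C on non-fermentable ethanol glycerol medium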
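Temperature-sensitive fusion-defective S. cerevisiae (e.g. fzo1-1, mgm1-5) were grown with compound in YPEG medium (3% ethanol, 3% glycerol) for 48 hours at 37C. Growth rescue was measured as viability by CellTiterGlo luminescence after 10 minutes at ambient.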
ELG1 repair inh = qHTS screen for small molecules that inhibit ELG1-dependent DNA repair in human embryonic kidney (HEK293T) cells expressing luciferase-tagged ELG1. HEK293T ELG1-luciferase reporter, luminescence, 16 h; DNA damage induced by 5-fluorouridine. Potency, µM (titrated, usually from 46.1 µM), for the others: at the highest dose activity change, negative = inhibition, most hits filed as inhibitors. 330,000 compounds, 2.3% hits. AID 504467, 2011; further: potency means the concentration at half of the fitted maximal effect; on the % scale 0 is the no-effect control and ±100 the full control effect; nearly all actives have a fitted effect of over 55% in size
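Luminescence from the luciferase reporter, measured 30 min after ONE-Glo reagent at room temperature, was the read-out. Beforehand, 2,000 cells per well were exposed for 16 hr at 37 °C to 5-fluorouridine together with compound or vehicle.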
Chronic BCR inh = qHTS Assay to Find Inhibitors of Chronic Active B-Cell Receptor Signaling. ABC-DLBCL IkBa-CBG/CBR reporter, luminescence ratio, 4 h. Potency, µM (series often up to 46.1 µM), inactives show at the top dose ratio change, negative = lower green/red ratio, hits mostly inhibitors. 340,000 compounds, 0.05% hits. AID 493014, 2011; active means well fitted inhibition curve with a large enough effect in the signal ratio, with a control signal flat, not every such curve was filed as active; inconclusive means small, poorly fitted or top-dose-only effect, or effect the other way, or a change in a side signal; the % refers to the signal ratio;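 further: potency means the concentration at half of the fitted maximal effect; plate controls were basal doxycycline-induced cells for no effect and cells given 10 µM MG132 for full effect; MG132 reads +100%, hits lower the ratio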
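TMD8 ABC-DLBCL cells carrying doxycycline-inducible green luciferase fused to IkappaBalpha plus unfused red luciferase were exposed to compounds (up to 46 uM) for 4 hrs at 37C. Activity came from the overlap-corrected green/red luminescence ratio.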
TSHR antag = Antagonists of the Thyroid Stimulating Hormone Receptor: HTS campaign | TSHR-expressing cells, TSH-stimulated cAMP HTRF, 2 h; active compounds read low | 330,000 compounds, 0.2% hits | activity change, negative = inhibition, % at 11.5 µM | Thyrotropin receptor (Homo sapiens), P16473;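 active means activity change below a set negative limit, meaning inhibition stronger than a set level, cut at about -70% in these data; inconclusive means activity change between two set negative limits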; further: on the % scale 0 is the no-effect control and ±100 the full control effect
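Cell-based HTRF cAMP assay; TSHR cells + compound, TSH EC80 (4nM final), 2 h, 37 deg C. Lysis with anti-cAMP cryptate and cAMP-d2, 30 min RT, read 665/620 nm.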
* = called active by the depositor; [ ] = another dose, or the depositor's remark. Unless noted, the call rests on the fitted dose curve; in most records, active means well fitted curve in the direction sought with a large enough effect; inconclusive means small, poorly fitted or top-dose-only effect, or another doubt; inactive means no such curve, though single readings can be large; an effect the other way counts as inactive or inconclusive.

CCC(=O)N1CCN(c2cc(NCC3CCCO3)c(F)cc2[N+](=O)[O-])CC1 (configuration not stated) was read as uPA surface inh 2%, TSG101-PTAP inh 0%, Eya2 inh -3%, B2AR arrestin 0.6%, TCR act 2%, USP2a inh 5%, Tb PFK inh -1%, Mito fusion yeast -4%, ELG1 repair inh -1%, Chronic BCR inh 4% and TSHR antag 3.
Cc1ccc(S(=O)(=O)NC(=O)NCCCCNC(=O)NS(=O)(=O)c2ccc(C)cc2)cc1 was read as uPA surface inh -2%, TSG101-PTAP inh 1%, Eya2 inh -1%, B2AR arrestin 0.6%, TCR act -2%, USP2a inh 1%, Tb PFK inh 2%, Mito fusion yeast 2%, ELG1 repair inh 11%, Chronic BCR inh -1% and TSHR antag 6.
Screening CCOc1cc(S(=O)(=O)Nc2cc(C)cc(C)c2)ccc1Cl returned TSG101-PTAP inh -1%, Eya2 inh -19%, B2AR arrestin -0.5%, TCR act -3%, USP2a inh -4%, Tb PFK inh 0%, Mito fusion yeast 21%, ELG1 repair inh 0%, Chronic BCR inh inconclusive and TSHR antag -2.
For CC(C)[C@H](NC(=O)N1CCn2c1nc1ccccc12)C(=O)N[C@H](Cc1ccccc1)C(=O)O the results were uPA surface inh 0%, TSG101-PTAP inh -1%, Eya2 inh -8%, B2AR arrestin 0.5%, TCR act 4%, USP2a inh 2%, Tb PFK inh 0%, Mito fusion yeast -3%, ELG1 repair inh -10%, Chronic BCR inh inconclusive and TSHR antag -9.
`CCN(CCO)C(=O)c1ccc2nc(Cc3cccc(Cl)c3)oc2c1` gave uPA surface inh 3%, TSG101-PTAP inh 0%, Eya2 inh 15%, B2AR arrestin 0.1%, TCR act -5%, USP2a inh 1%, Tb PFK inh -11%, Mito fusion yeast 1%, ELG1 repair inh 5%, Chronic BCR inh 0% and TSHR antag -3.
For CCNc1nc(NC(C)C)nc(Oc2ccc(=O)n(C)n2)n1 the results were uPA surface inh 1%, TSG101-PTAP inh -2%, Eya2 inh inconclusive, B2AR arrestin -0.3%, TCR act 2%, USP2a inh 2%, Tb PFK inh -2%, Mito fusion yeast -2%, ELG1 repair inh inconclusive, Chronic BCR inh 11% and TSHR antag 3.
`CCCCN(C(=O)c1cc(-c2ccco2)nc2ccccc12)c1c(N)n(CCC)c(=O)[nH]c1=O` gave uPA surface inh 7%, TSG101-PTAP inh -2%, Eya2 inh 6%, B2AR arrestin 0.0%, USP2a inh 1%, Tb PFK inh inconclusive, Mito fusion yeast 4%, ELG1 repair inh inconclusive, Chronic BCR inh -7% and TSHR antag 5.
Screening CN(CC(=O)Nc1ccccc1Cl)C(=O)c1cccc(S(=O)(=O)N2CCN(Cc3ccccc3)CC2)c1 returned uPA surface inh -5%, TSG101-PTAP inh 0%, Eya2 inh -13%, B2AR arrestin -0.1%, TCR act 6%, USP2a inh 3%, Tb PFK inh 0%, Mito fusion yeast 4%, ELG1 repair inh inconclusive, Chronic BCR inh 0% and TSHR antag -4.
`CCCCNC(=S)N1CCn2cccc2C1c1ccc(F)cc1` (configuration not stated) gave uPA surface inh -1%, TSG101-PTAP inh 0%, Eya2 inh -17%, B2AR arrestin -0.2%, USP2a inh 1%, Tb PFK inh 1%, Mito fusion yeast 5%, ELG1 repair inh inconclusive, Chronic BCR inh 10% and TSHR antag 13.
`CN(C)C(=O)CSc1ccc(S(=O)(=O)N2CCCC2)cn1` gave uPA surface inh -4%, TSG101-PTAP inh -13%, Eya2 inh -1%, B2AR arrestin -3.9%, TCR act 3%, USP2a inh -2%, Tb PFK inh 0%, Mito fusion yeast -3%, ELG1 repair inh inconclusive, Chronic BCR inh -12% and TSHR antag 3.
Screening CC1=C(C(=O)N(C)C)C(c2cccc(Cl)c2)NC(=O)N1 (configuration not stated) returned uPA surface inh -2%, TSG101-PTAP inh -8%, Eya2 inh -4%, B2AR arrestin 0.2%, TCR act 2%, USP2a inh -2%, Tb PFK inh 13%, Mito fusion yeast 0%, ELG1 repair inh 4%, Chronic BCR inh 2% and TSHR antag 2.
For N#CC1=C(SCc2ccccc2)NC(=O)C(C#N)C12CCCC2 (configuration not stated) the results were uPA surface inh 2%, TSG101-PTAP inh 1%, Eya2 inh 9%, B2AR arrestin -0.4%, TCR act 1%, USP2a inh 0%, Tb PFK inh -9%, Mito fusion yeast -4%, ELG1 repair inh 15µM*, Chronic BCR inh 3% and TSHR antag -11.
For COc1cccc(N2C(=NC(=O)CCC3CCCC3)SC3CS(=O)(=O)CC32)c1 (configuration not stated) the results were uPA surface inh 1%, TSG101-PTAP inh 1%, Eya2 inh -9%, B2AR arrestin 0.0%, TCR act -2%, USP2a inh 1%, Tb PFK inh -4%, Mito fusion yeast 6%, ELG1 repair inh inconclusive, Chronic BCR inh -1% and TSHR antag 13.
`CC(C)c1ccc(NC(=O)C2CC2c2ccccc2)cc1` (configuration not stated) gave uPA surface inh 4%, TSG101-PTAP inh -2%, Eya2 inh -2%, B2AR arrestin 0.8%, TCR act 0%, USP2a inh -2%, Tb PFK inh 0%, Mito fusion yeast -4%, ELG1 repair inh -1%, Chronic BCR inh inconclusive and TSHR antag 7.
Screening Cc1cc(Br)ccc1NC(=S)Nc1cccc([N+](=O)[O-])c1 returned uPA surface inh -2%, TSG101-PTAP inh -3%, Eya2 inh -3%, B2AR arrestin -0.4%, TCR act 1%[46.1 µM], USP2a inh -6%, Tb PFK inh -7%, Mito fusion yeast 4%, ELG1 repair inh -30%, Chronic BCR inh -1% and TSHR antag 13.
`COc1cc([N+](=O)[O-])ccc1-c1ccc(/C=N/NC(=O)OC(C)(C)C)o1` gave uPA surface inh 2%, TSG101-PTAP inh 10%, Eya2 inh 7%, B2AR arrestin -0.1%, TCR act -3%, USP2a inh 4%, Tb PFK inh 2%, Mito fusion yeast -1%, ELG1 repair inh 8%, Chronic BCR inh -4% and TSHR antag -5.
CCO[C@H]1OC(C(=O)N2CCOCC2)=C[C@@H](c2ccc3c(c2)OCO3)[C@@H]1CCCO was read as uPA surface inh -1%, TSG101-PTAP inh -2%, Eya2 inh 7%, B2AR arrestin -0.2%, TCR act 6%, USP2a inh 0%, Tb PFK inh -1%, Mito fusion yeast -3%, ELG1 repair inh 1%, Chronic BCR inh -10% and TSHR antag 9.
For O=C(Nc1cccc(F)c1)c1cc(S(=O)(=O)N2CCC3(CC2)OCCO3)ccc1F the results were Eya2 inh 2%, B2AR arrestin -0.1%, USP2a inh 1%, Tb PFK inh -8%, Mito fusion yeast 5%, ELG1 repair inh inconclusive, Chronic BCR inh -3% and TSHR antag -10.
Cc1ccc(C(=O)c2cc3c(cc2[N+](=O)[O-])OCCO3)cc1 was read as uPA surface inh 6%, TSG101-PTAP inh -1%, Eya2 inh -3%, B2AR arrestin -0.2%, TCR act -4%, USP2a inh -3%, Tb PFK inh -4%, Mito fusion yeast -6%, ELG1 repair inh inconclusive, Chronic BCR inh -2% and TSHR antag -5.
CN1C(=O)C(C)(C)c2cc(S(=O)(=O)N(C)Cc3ccccc3)ccc21 was read as uPA surface inh 1%, TSG101-PTAP inh -4%, Eya2 inh 5%, B2AR arrestin -0.1%, TCR act 2%, USP2a inh 2%, Tb PFK inh -1%, Mito fusion yeast 2%, ELG1 repair inh 15%, Chronic BCR inh 2% and TSHR antag -5.
